Bioassay records: PubChem, The Scripps Research Institute Molecular Screening Center
M1 ag: human M1 muscarinic receptor agonism; P11229; CHO-K1 hM1, Fluo-8 calcium fluorescence, agonist mode; 0% DMSO, 100% acetylcholine EC100; activation, % at 3 µM; 360,000 tested, 0.33% active;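 active = activation above the run's mean compound activation plus 3 SD, cut at about 16% in these data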;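 also: peak over basal fluorescence ratio within a 140 s kinetic read after compound addition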
CHO-K1 Ca antag: counter-screen for M1 antagonists: effect in parental CHO-K1 cells; ATP-induced calcium, Fluo-8 fluorescence; inhibition, % at 3 µM; 360,000 tested, 0.6% active;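 active = inhibition above a per-plate cutoff, the plate's mean sample inhibition plus 3 SD, cut at about 24% in these data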;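 also: 0% = DMSO plus EC80 ATP and 100% = DMSO alone without ATP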
CHO-K1 Ca PAM: M1 PAM counterscreen hit in parental CHO-K1 cells. ATP EC20, Fluo-8 calcium fluorescence; 0% at ATP EC20, 100% at ATP max. activation, % at 3 µM. 360,000 tested, 0.02% active;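 active = activation above the run cutoff, the mean activation of all test compounds plus 3 SD, cut at about 40% in these data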;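 also: peak over basal fluorescence ratio in a 140 s read after ATP addition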
CHO parental Ca: signal in parental CHO cells, OX1R antagonist counter-screen | parental CHO-K1, ATP-induced calcium, Fluo-8 fluorescence | 330,000 tested, 0.63% active | inhibition, % at 5.6 µM | AID 463079;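 active = inhibition above that plate's mean sample inhibition plus 3 SD, cut at about 26% in these data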;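 also: 0% = ATP-challenged DMSO wells and 100% = DMSO wells without ATP; some compounds past the cut are filed as inactive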
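Material – parental CHO cells · Reagent – ATP stimulus · Compound – single nominal dose of 5.6 µM per compound · Detection – Fluo-8 fluorescence · Read-out basis – percent inhibition of calcium signal · Controls – ATP-challenged DMSO wells low, unchallenged DMSO wells high · Repeats – no replicates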
V1R ag counter: V1a receptor agonism, counter-screen for OXTR agonists. P37288. CHO-V1R cells, Fluo-8 calcium fluorescence, agonist mode; 0% DMSO, 100% 3 nM vasopressin. activation, % at 3 µM. 320,000 tested, 0.25% active;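 active = activation above the mean activation of all tested compounds plus 3 SD, per screening run, cut at about 20% in these data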;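 also: signal is peak over basal fluorescence ratio across a 100 second FLIPR read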
Target sequence (P37288 whole entry, looked up): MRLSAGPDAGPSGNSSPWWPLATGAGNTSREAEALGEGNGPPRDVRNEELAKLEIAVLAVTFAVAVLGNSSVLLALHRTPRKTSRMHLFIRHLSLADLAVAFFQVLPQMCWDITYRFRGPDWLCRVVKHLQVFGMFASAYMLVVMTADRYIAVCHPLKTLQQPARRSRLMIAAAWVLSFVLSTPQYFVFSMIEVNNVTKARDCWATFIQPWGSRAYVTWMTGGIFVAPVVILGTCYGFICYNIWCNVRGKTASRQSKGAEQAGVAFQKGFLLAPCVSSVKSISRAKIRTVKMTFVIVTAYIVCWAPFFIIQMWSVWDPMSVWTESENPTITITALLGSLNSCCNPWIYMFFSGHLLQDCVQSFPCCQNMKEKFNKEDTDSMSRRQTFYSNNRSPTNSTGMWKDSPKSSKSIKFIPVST
OXTR potentiate: potentiators of human oxytocin receptor. 320,000 tested, 0.061% active. AID 2445. activation, % at 3 µM. CHO-OTR cells, Fluo-8 calcium fluorescence, potentiator mode; 0% = oxytocin EC15, 100% = EC100. P30559;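 active = activation above that plate's cutoff, the mean activation of tested compounds plus 3 SD, cut at about 6.6% in these data, passing the limit was not always enough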;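 also: 100% uses oxytocin at 75 nM as the full agonist control; some results filed as inactive read as strong as hits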
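System: human OTR in CHO cells / Also added: sub-maximal oxytocin, roughly EC15 / Control set: EC15 oxytocin low, 75 nM oxytocin high / Schedule: 6 min compound pre-incubation at room temperature, 100 s kinetic read / Compound: single-point 3.0 µM / Replication: singlicate / Technique: Fluo-8 calcium dye fluorescence / Read-out basis: % activation of max/min ratio relative to oxytocin controls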
CHO-K1 Ca ag: M1 agonist counterscreen hit in parental CHO-K1 cells. Fluo-8 calcium fluorescence; scaled to maximal ATP response, vehicle zero. 360,000 tested, 0.48% active. activation, % at 3 µM; in the data active = activation above about 15%;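 also: untransfected CHO-K1 host cells lacking M1 receptor as counterscreen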
TAAR1 ag: agonists of human TAAR1; Q96RJ0; CHO RD-HGA16 TAAR1, Fluo-8 calcium fluorescence; vehicle wells 0%, saturating PEA agonist 100%; activation, % at 3 µM; 360,000 tested, 0.99% active; AID 624467;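 active = activation above the mean activation of all test compounds in the run plus 3 SD, cut at about 38% in these data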
Target sequence (Q96RJ0 whole entry, looked up): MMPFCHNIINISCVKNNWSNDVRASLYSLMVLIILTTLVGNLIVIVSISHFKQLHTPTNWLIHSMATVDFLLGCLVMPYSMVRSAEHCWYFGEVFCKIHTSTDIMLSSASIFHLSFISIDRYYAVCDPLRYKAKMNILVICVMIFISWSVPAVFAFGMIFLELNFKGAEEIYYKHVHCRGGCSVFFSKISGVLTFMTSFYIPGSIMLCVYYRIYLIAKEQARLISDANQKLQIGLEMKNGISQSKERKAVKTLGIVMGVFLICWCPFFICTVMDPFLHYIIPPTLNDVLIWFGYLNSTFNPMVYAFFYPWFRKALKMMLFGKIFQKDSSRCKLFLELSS
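Repeats: no replicates (n 1) | Material: CHO-derived RD-HGA16 cells with stable Gα16 and human TAAR1 | Technique: Kinetic Fluo-8 calcium fluorescence | Schedule: 17-24 h seeding, 75 min 37 °C dye, 30 min RT | Evaluation: % activation from peak over basal fluorescence ratio, DMSO-to-PEA scaled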
TAAR1 antagonist: antagonists of human TAAR1; 360,000 tested, 1.5% active; Q96RJ0; inhibition, % at 3 µM; AID 624466; CHO RD-HGA16 TAAR1, Fluo-8 calcium fluorescence, antagonist;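 active = inhibition above a per-plate cutoff, the mean inhibition of test compounds on that plate plus 3 SD, cut at about 49% in these data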;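 also: 0% = DMSO plus EC80 beta-PEA response and 100% = DMSO alone without agonist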
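System: CHO RD-HGA16 cells bearing hTAAR1. Reagent: EC80 β-phenethylamine stimulus. Schedule: seeding 17-24 h prior, 75-min 37 °C, 30-min RT dye loading. Signal: Fluo-8 intracellular calcium dye fluorescence, real-time kinetic reads. Read-out: % inhibition from peak post-agonist over basal fluorescence ratio. Benchmarks: vehicle wells and EC80 agonist wells. Replicates: n of 1.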
An asterisk follows results filed as active; . = not tested or not shown. Compounds as they come; about 3.3% have a hit in one of these screens.

SMILES	M1 ag	CHO-K1 Ca antag	CHO-K1 Ca PAM	CHO parental Ca	V1R ag counter	OXTR potentiate	CHO-K1 Ca ag	TAAR1 ag	TAAR1 antagonist
NNC(=O)c1cn2ccccc2n1	-2.5	4.0	12.6	-18.6	0.1	-12.0	0.6	4.7	-1.9
CC(C)CCN1CCC(CN2C(=O)C(=O)NC[C@@H]2CC(C)C)CC1	-7.2	20.8	-8.5	.	.	.	-0.1	1.4	3.5
Cc1onc(-c2ccccc2Cl)c1C(=O)Nc1ccccc1	-6.1	-2.5	13.6	-24.5	-1.1	0.2	0.6	-1.1	0.8
CC(=O)NC(C)Cc1cn(Cc2ccccc2)c2ccccc12 (configuration not stated)	-3.5	6.4	9.7	-2.2	0.1	-16.9	7.5	-0.6	-16.0
CC1(c2ccccc2)NC(=O)N(CC(=O)Nc2ccc(S(=O)(=O)Nc3ncccn3)cc2)C1=O (configuration not stated)	-1.5	-1.9	5.2	-0.2	-0.1	6.1	-0.1	0.4	-6.8
c1ccc(-c2cnc(-c3ccccc3)nc2)cc1	-1.8	-8.5	-7.1	-22.9	-0.5	-0.7	0.0	12.9	-14.5
O=C(COc1ccccc1Br)NC(=O)NC1CCCC1	-2.9	-9.1	6.5	.	.	.	0.3	-1.8	-18.9
Cc1cc(C)n2nc(C(=O)OCC(=O)Nc3ccc(C)c(S(=O)(=O)N(C)C)c3)nc2n1	-2.6	-11.4	-3.7	3.6	-0.3	-7.3	0.4	2.4	-9.1
CC1CC(OCC(O)C[N+]2(C)CCOCC2)CC(C)(C)C1 (configuration not stated)	-10.9	11.4	10.5	-8.0	0.3	-5.2	0.4	-1.3	3.8
COc1ccc(C(C(=O)Nc2ccc(F)cc2)N(C(=O)Cn2nnc3ccccc32)C2CC2)cc1 (configuration not stated)	-4.5	-2.6	9.7	-7.4	0.2	-14.9	0.2	-1.1	-5.1
CCOc1c(Cl)cc(CNc2ccc(N3CCCC3)cc2)cc1OC	-3.7	-11.9	14.2	.	.	.	-0.4	-1.7	-5.2
Cc1ccc(-c2nn(-c3ccccc3)cc2C(=O)Nc2ccc(C)c(S(=O)(=O)N3CCOCC3)c2)cc1	-4.7	24.5*	-13.6	-9.1	-0.1	-7.8	0.5	6.0	31.9
O=C1NCCCC1C(=O)N/N=C/c1cccc(Cl)c1 (configuration not stated)	-3.5	-17.7	20.8	-1.2	2.0	-0.7	1.8	0.0	-31.9
CC(C)CC1(C)NC(=O)N(CC(=O)Nc2ccc3c(c2)CCC3)C1=O (configuration not stated)	-0.6	-11.6	19.1	-7.8	-1.0	-29.5	0.0	3.8	14.5
Cc1ncc([N+](=O)[O-])n1CC(=O)N/N=C/c1ccc(F)cc1	-4.8	-12.2	24.1	2.7	0.6	-3.9	2.0	4.9	-0.4
O=C(COc1ncnc2ccccc12)NCCC1=CCCCC1	-2.9	-5.8	12.9	-10.6	1.2	-13.9	0.6	4.1	10.7
CC(=O)NCCn1c(SCC(=O)NCC2CCCO2)nc2ccccc2c1=O (configuration not stated)	-0.9	-1.9	4.5	1.1	1.1	-2.7	-0.1	3.3	14.6
Cc1ccc2nc(-c3ccc(NS(=O)(=O)c4c(C)n(C)c(=O)n(C)c4=O)cc3)sc2c1	-2.7	12.9	-10.6	-21.7	6.8	-4.8	1.1	13.2	10.8
CCN(c1ccccc1)S(=O)(=O)c1cc2c(cc1C)NC(=O)CO2	-4.5	2.7	15.4	-2.9	-0.7	-5.7	4.1	0.0	-5.7
O=C1[C@@H](Oc2ccccc2)[C@@H](c2cccnc2)N1c1ccccc1	-0.4	-1.4	-3.1	-5.9	.	.	3.0	0.7	-6.8
COc1ccc(NC(=O)CSc2nccn2Cc2ccccc2)cc1	-2.5	-2.8	0.0	-11.1	4.1	-5.9	1.7	-1.1	1.1
O=C(NCCCN1CCOCC1)c1cc(S(=O)(=O)N2CCOCC2)c(Cl)cc1Cl	-5.0	-7.6	-12.0	-7.1	0.6	-4.4	-0.1	13.1	-15.5
CC(Sc1ncnc2sc(-c3ccccc3)cc12)C(=O)N1CCNC1=O (configuration not stated)	-3.6	-12.3	14.0	-24.2	0.1	0.2	1.1	2.1	18.3
O=C(O)CCCCNCc1ccccc1	-1.6	-32.9	20.5	4.1	0.8	-1.5	0.8	8.1	11.1
COc1cc(C(F)(F)F)nc2c(Br)c(C(C)(C)C)nn12	-1.6	0.8	-7.6	-19.4	0.6	0.0	-0.2	8.9	-27.8

Reprinted from the part before: five compounds, followed by the next part.
SMILES	M1 ag	CHO-K1 Ca antag	CHO-K1 Ca PAM	CHO parental Ca	V1R ag counter	OXTR potentiate	CHO-K1 Ca ag	TAAR1 ag	TAAR1 antagonist
COc1ccc(NC(=O)CSc2nccn2Cc2ccccc2)cc1	-2.5	-2.8	0.0	-11.1	4.1	-5.9	1.7	-1.1	1.1
O=C(NCCCN1CCOCC1)c1cc(S(=O)(=O)N2CCOCC2)c(Cl)cc1Cl	-5.0	-7.6	-12.0	-7.1	0.6	-4.4	-0.1	13.1	-15.5
CC(Sc1ncnc2sc(-c3ccccc3)cc12)C(=O)N1CCNC1=O (configuration not stated)	-3.6	-12.3	14.0	-24.2	0.1	0.2	1.1	2.1	18.3
O=C(O)CCCCNCc1ccccc1	-1.6	-32.9	20.5	4.1	0.8	-1.5	0.8	8.1	11.1
COc1cc(C(F)(F)F)nc2c(Br)c(C(C)(C)C)nn12	-1.6	0.8	-7.6	-19.4	0.6	0.0	-0.2	8.9	-27.8
O=[N+]([O-])c1ccc(Cl)c(S(=O)(=O)Nc2ccc(-c3ccc(N4CCCC4)nn3)cc2)c1	-5.8	-5.0	0.0	-10.7	1.9	-1.2	0.6	-2.2	-15.4
O=C(c1ccc(-c2ccccc2Cl)o1)N1CCCCCCC1	-4.0	2.0	16.6	.	.	.	13.5	12.3	12.1
Cc1sc2ncnc(N(C)Cc3cccs3)c2c1C	-2.0	-6.3	10.6	-23.6	-0.8	-13.5	4.5	24.1	22.9
COc1ccccc1NC(=O)CSc1n[nH]c(-c2ccco2)n1	-6.3	-11.6	16.4	.	.	.	0.8	1.9	-10.5
CCOc1ccccc1C(=O)NC(C(=O)OCC(=O)NNC(=O)c1cccs1)C(C)C (configuration not stated)	-5.3	0.8	-8.1	.	.	.	-0.6	-1.8	-28.8
O=C(Nc1ccc(S(=O)(=O)N2CCOCC2)cc1)c1ccc(=O)[nH]c1	.	.	.	-5.2	-0.8	0.0	.	1.7	-27.1
Cc1ccc(-c2csc3ncnc(N4CCN(S(=O)(=O)c5ccc(C#N)cc5)CC4)c23)cc1	-3.8	5.3	6.8	.	.	.	1.3	2.3	-10.8
Clc1cccc(Nc2nc(-c3ccncc3)cs2)c1	-5.3	-6.8	7.5	6.2	-1.9	-23.3	1.1	1.6	0.7
CCOC(=O)CN1C(=O)NC2(CCCc3ccccc32)C1=O (configuration not stated)	-0.4	-4.4	-9.4	12.1	0.5	-7.4	0.9	5.0	-7.1
Cc1cccc(-c2c3c(=O)n(C)c(=O)n(C)c3cn2CC2CCCO2)c1 (configuration not stated)	-3.0	-1.1	3.0	-7.4	0.4	-2.9	0.1	-2.4	-13.1
Cc1ccc(Cl)cc1NC(=O)c1cccc(OC(F)F)c1	-9.4	-1.6	3.6	-9.6	-0.8	1.1	-0.3	.	.
c1ccc(-c2nc3c4ccccc4ccn3c2Cc2ccsc2)cc1	-6.6	-9.3	3.2	.	.	.	-0.5	.	.
CCNC(=O)C1(C)CCCN1C(=O)c1ccc(N(C)C)cc1 (configuration not stated)	-2.4	-16.2	-2.2	.	.	.	0.4	1.5	-2.7
Cc1ccc(N(CC(=O)N2CCCCC2)S(=O)(=O)c2ccc(C)cc2)cc1	-4.7	-8.5	17.4	-21.3	-1.9	-12.3	0.0	2.8	-20.1
CCC(C(=O)NC(C)(C)C)N(C(=O)Cn1nnc(-c2cccs2)n1)c1cnc2ccccc2c1 (configuration not stated)	-3.2	0.2	9.3	-22.7	-0.6	-18.0	0.0	-1.7	-5.7
COc1ccc(C/C(N)=N/OC(=O)Cc2ccc(OC)c(OC)c2)cc1	-1.9	-8.3	11.9	-25.1	2.2	-9.1	6.1	12.3	-6.0
CCC(Sc1nc2ccc(C)cc2[nH]1)C(=O)O (configuration not stated)	-5.7	-13.7	27.7	-4.0	9.3	3.6	0.7	9.4	-0.1
Cc1cc(CNC(=O)Cc2c(F)cccc2Cl)nn1C	-1.0	-7.8	21.6	-5.5	0.5	3.3	1.3	.	.
CC(C)Nc1nnc(SCC(=O)Nc2ccc3c(c2)C(=O)c2ccccc2C3=O)s1	-2.5	3.3	2.9	-4.4	5.0	-7.3	6.5	21.9	68.4*
CCSc1nc2ccccc2n1CCC(=O)O	-2.1	-4.2	17.6	-0.8	0.6	-1.3	0.4	10.2	-15.4
COc1cccc(COC(=O)c2ccc3c(c2)NC(=O)C(C)S3)c1OC (configuration not stated)	4.0	17.8	-10.1	-28.7	4.3	-8.2	-0.2	5.5	27.3
COc1ccc(-c2csc3nc(C)nc(N4CCC(C)CC4)c23)cc1OC	-5.2	-8.6	9.7	-23.2	-1.6	-1.8	2.9	5.2	-17.0
CCOc1ccc(N2C(=O)Cc3ccccc3C2=O)cc1	-4.7	-15.9	13.1	0.0	0.0	0.4	0.2	0.2	-2.5
O=C(CSc1ncccn1)NCCc1ccccc1	-1.9	-8.4	16.5	-12.2	-0.4	-7.9	0.5	16.6	-4.8
COc1cc(C2Nc3cc(C)c(C)cc3NC3=C2C(=O)CC(C)(C)C3)ccc1OC(C)=O (configuration not stated)	-0.5	-11.4	8.4	-11.1	1.2	1.8	-0.3	4.1	-25.6
CCn1cc(SCC(N)=O)c2ccccc21	-2.9	-6.1	9.6	-1.6	0.7	-1.8	0.4	-0.4	-9.4
CCC(C)(C(=O)NC1CCCCC1)N(C(=O)CNC(=O)c1ccccc1)c1c(C)n(C)n(-c2ccccc2)c1=O (configuration not stated)	-1.7	-9.9	10.6	-9.6	0.9	-1.3	-0.4	1.6	-10.0
Cc1ccc(Cl)cc1Nc1nc(-c2sc(NC(=O)C(C)(C)C)nc2C)cs1	-4.7	-16.4	10.7	-16.1	-0.2	-8.3	-0.2	1.1	4.3
